AmpC inh detg – inhibitors of E. coli AmpC beta-lactamase with detergent | Potency, µM (series often up to 114 µM), for inactives: top-dose activity change, negative = inhibition, hits mostly inhibitors | P00811 | actives 0.041% (n = 370,000) | AmpC hydrolysis of nitrocefin, absorbance 480 nm, 0.01% Triton;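 also: potency is read from the fitted curve at half-maximal effect; 0% = no-compound wells and -100% = no-enzyme wells; nearly all actives have a fitted effect of over 25% in size; some results filed as inactive show a strong effect at the top dose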
Target sequence (P00811 whole entry, looked up): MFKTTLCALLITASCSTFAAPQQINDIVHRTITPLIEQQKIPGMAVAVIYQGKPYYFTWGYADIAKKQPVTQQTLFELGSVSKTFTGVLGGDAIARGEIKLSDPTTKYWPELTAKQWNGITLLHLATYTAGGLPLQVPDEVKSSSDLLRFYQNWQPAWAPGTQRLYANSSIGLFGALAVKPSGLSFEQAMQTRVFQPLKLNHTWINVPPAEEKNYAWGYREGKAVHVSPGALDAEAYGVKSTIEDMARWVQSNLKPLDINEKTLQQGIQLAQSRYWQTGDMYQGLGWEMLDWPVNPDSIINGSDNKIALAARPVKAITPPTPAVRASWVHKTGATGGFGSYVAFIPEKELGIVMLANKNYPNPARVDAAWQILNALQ
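AmpC (5.3 nM in the dispensed reagent) in 20 mM phosphate pH 7.0 with 0.01% (detergent screen) or 0.0001% Triton X-100 was preincubated with compounds for 15 min at room temperature. Nitrocefin was then added from an 800 uM solution, and hydrolysis was followed at 480 nm.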
AmpC inh no detg – AmpC beta-lactamase inhibition without detergent | AmpC nitrocefin hydrolysis, absorbance 480 nm, 0.0001% Triton | Potency, µM (highest dose often 57.1 µM), inactives show at the highest dose activity change, negative = inhibition, hits mostly inhibitors | actives 0.52% (n = 330,000) | AID 485341;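 also: potency is read from the fitted curve at half-maximal effect; plate controls were no compound for no effect and no enzyme for full effect; nearly all actives have a fitted effect of over 20% in size; some results filed as inactive show a strong effect at the top dose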
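20 mM phosphate pH 7.0 + 0.01% (detergent screen) or 0.0001% Triton X-100; 5.3 nM AmpC reagent; cpd preinc 15 min RT; nitrocefin (800 uM stock) to start; A480 q20 s × 4 min; Activity was normalised to no-enzyme and no-compound control wells.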
Tb PYK inh – inhibitors of Trypanosoma brucei pyruvate kinase; Potency, µM (titrated, usually from 76.8 µM), inactives show top-dose activity, negative = inhibition, actives largely listed as inhibitors; TbPYK enzyme, Kinase-Glo Plus ATP luminescence, 45 min; Q57TT1; actives 0.12% (n = 410,000); AID 624173; also: potency is read from the fitted curve at half-maximal effect; nearly all actives have a fitted effect of over 50% in size
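Luminescence from Kinase-Glo Plus, added after a 45-minute room-temperature reaction, served as the end-point read-out. The enzyme and substrate were preincubated with compound before ADP (130 uM final) initiated turnover. Concentration-effect curves came from normalized qHTS data.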
HCV inhibitor – blocks hepatitis C virus; Huh7.5.1 HCVcc-Cre infection, luciferase reporter, 44 h; Potency, µM (doses to about 41.8 µM), without a hit: at the top dose activity change, negative = inhibition, hits mostly inhibitors; actives 3.4% (n = 340,000); also: potency is read from the fitted curve at half-maximal effect
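Infectious HCVcc-Cre (~0.5 moi) was added to cells just after compound, with cells seeded 4 h earlier at 1,000 per well. Luciferase activity after 44 h culture reported infection; substrate was incubated 15 min at room temperature before reading.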
AMA1 RON2 block – inhibitors of Plasmodium falciparum AMA1-RON2 interaction; AID 720542; AlphaScreen AMA1-biotinylated RON2 peptide binding; Potency, µM (highest dose often 58.2 µM), inactives show at the highest dose activity change, negative = inhibition, usual class: inhibitors; actives 0.2% (n = 360,000);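 also: potency is read from the fitted curve at half-maximal effect; 0% = vehicle wells and -100% = peptide control; nearly all actives have a fitted effect of over 45% in size; some results filed as inactive show a strong effect at the top dose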
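AMA1 (3D7) with his tag at 25 nM final met compounds first, then biotinylated RON2 peptide at 25 nM; detection used donor plus acceptor beads, 10 µg/mL apiece, read by AlphaScreen after 30 min at room temperature.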
LmPK inh – blocks Leishmania mexicana pyruvate kinase activity. Q27686. purified LmPK, Kinase-Glo ATP luminescence, 1 h. Potency, µM (titrated, usually from 57.5 µM), without a hit: top-dose activity change, negative = inhibition, usual class: inhibitors. actives 0.37% (n = 290,000). AID 1721; also: potency is read from the fitted curve at half-maximal effect
Target sequence (Q27686 whole entry, looked up): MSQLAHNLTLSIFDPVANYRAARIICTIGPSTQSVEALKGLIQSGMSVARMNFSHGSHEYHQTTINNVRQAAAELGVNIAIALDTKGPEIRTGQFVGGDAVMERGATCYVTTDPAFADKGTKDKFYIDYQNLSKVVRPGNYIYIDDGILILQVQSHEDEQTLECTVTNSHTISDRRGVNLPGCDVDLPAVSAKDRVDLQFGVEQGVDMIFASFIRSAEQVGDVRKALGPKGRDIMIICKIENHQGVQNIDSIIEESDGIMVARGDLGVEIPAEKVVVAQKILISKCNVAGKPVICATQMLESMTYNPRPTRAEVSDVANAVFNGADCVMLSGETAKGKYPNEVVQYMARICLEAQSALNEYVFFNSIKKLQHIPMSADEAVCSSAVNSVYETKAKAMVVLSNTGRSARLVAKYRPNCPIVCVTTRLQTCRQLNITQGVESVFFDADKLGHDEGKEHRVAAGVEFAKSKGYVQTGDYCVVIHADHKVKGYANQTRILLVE
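qHTS format; LmPK 0.1 nM; substrates PEP 0.5 mM and ADP 0.1 mM. One-hour room-temperature incubation, then coupled luciferase luminescence; 0.5 nM enzyme wells mark activation.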
HCMV inh – inhibitors of human cytomegalovirus. activity change, negative = inhibition, % at 57.5 µM. HFF cells, HCMV-luciferase reporter, 72 h; stronger effect = lower value. actives 4.5% (n = 410,000); in the data active = activity change below about -60%; inconclusive = no clear call, values can overlap the other calls; inactive = above about -39%
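Two-dose cell screen: HFF monolayers treated with compounds and infected with luciferase-expressing HCMV at 1 PFU/cell, 72 h at 37C, then lysed for luciferase measurement.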
* hit, by the source's call; u = inconclusive; x = no result given; & = joins results of further samples; [ ] = dose if it differs, or a comment. Unless noted, calls follow the shape of the dose curve; as a rule, active = well fitted curve in the direction sought with a large enough effect; inconclusive = small, poorly fitted or top-dose-only effect, or another doubt; inactive = no such curve, though single readings can be large; an effect the other way counts as inactive or inconclusive. Unless noted, % is scaled to controls: 0 for no effect and ±100 for the full control effect.

(1) COc1cc(OC)cc(C(=O)Nc2cccc(-c3ccc4nncn4n3)c2)c1
(2) CCc1ccc(Sc2cc(C(=O)NC(C)CC)c3ccccc3n2)cc1 (stereo not drawn)
(3) CCOC(=O)/C=C1\SCC(=O)N1CC(=O)NC(C)C
(4) COCC(C)NC(=O)CSc1nc(-c2ccccc2)c(-c2ccccc2)o1 (stereo not drawn)
(5) CCCCC(CC)CNC(=O)CCCCn1c(=O)[nH]c2ccsc2c1=O (stereo not drawn)
(6) FC(F)(F)c1cnc(-c2cnc(-c3ccncc3)nc2)c(Cl)c1
(7) Cc1cccc(NC(=S)N2CCN(Cc3ccccc3)CC2)c1C
(8) Cc1ccc(NC(=O)CNc2ccc(N3CCOCC3)cc2)cc1S(=O)(=O)N(C)C
Assay by compound	1	2	3	4	5	6	7	8
LmPK inh	-1%	x	-4%	9%	-4%	-2%	7%	11%
Tb PYK inh	x	1%	-1%	1%	-1%&-2%	-3%	-12%	-7%
AMA1 RON2 block	x	x	-1%	-17%	11%	16%	-3%	-9%
AmpC inh detg	6%	-3%	-4%	1%	-4%&4%	-4%	-4%	u
AmpC inh no detg	1%	x	-11%	136%[activator]	-22%	-13%	2%	-13%[11.4 µM]
HCMV inh	x	-18	-7	-67*	-19&-26	60	41	-35
HCV inhibitor	x	x	15%	u	-26%	-29%	5%	-11%

Random excerpt: 5 records from the list.
(2) CCc1ccc(Sc2cc(C(=O)NC(C)CC)c3ccccc3n2)cc1 (stereo not drawn)
(1) COc1cc(OC)cc(C(=O)Nc2cccc(-c3ccc4nncn4n3)c2)c1
(3) CCOC(=O)/C=C1\SCC(=O)N1CC(=O)NC(C)C
(8) Cc1ccc(NC(=O)CNc2ccc(N3CCOCC3)cc2)cc1S(=O)(=O)N(C)C
(7) Cc1cccc(NC(=S)N2CCN(Cc3ccccc3)CC2)c1C
Assay by compound	2	1	3	8	7
LmPK inh	x	-1%	-4%	11%	7%
Tb PYK inh	1%	x	-1%	-7%	-12%
AMA1 RON2 block	x	x	-1%	-9%	-3%
AmpC inh detg	-3%	6%	-4%	u	-4%
AmpC inh no detg	x	1%	-11%	-13%[11.4 µM]	2%
HCMV inh	-18	x	-7	-35	41
HCV inhibitor	x	x	15%	-11%	5%

Continuation.
(9) COc1ccc(/C=N/NC(=O)c2cc3c(ccc4ccccc43)o2)c(OC)c1
(10) CCCn1cc(S(=O)(=O)c2ccc(CC)cc2)c(=O)c2ccccc21
(11) Nc1nncn1C(=O)CCCOc1ccccc1
(12) COc1ccc(C2CC(O)(C(C)(C)O)NO2)cc1 (stereo not drawn)
(13) O=C(NCCCN1CCOCC1)c1ccc(NS(=O)(=O)c2ccccc2)cc1
(14) COc1ccc(NC(=O)CSCC(=O)OCc2cccc(OC)c2OC)cc1
(15) COc1ccc(C2(O)CCN(CCCCOc3ccccc3)CC2)cc1
(16) COc1cccc(F)c1C(=O)NC(=O)Nc1ccc2nc(C)oc2c1
Assay by compound	9	10	11	12	13	14	15	16
LmPK inh	-4%	x	-1%	1%	-5%	x	-2%	-4%
Tb PYK inh	6%	-2%	3%	2%	-7%	-2%	-11%	-7%
AMA1 RON2 block	37%[activator]	x	28%	14%	0%	8%	3%	-10%
AmpC inh detg	0%	2%	-1%	-14%	4%	0%	1%	2%
AmpC inh no detg	-7%	x	-8%	-13%	-8%	-6%	50%	-31%
HCMV inh	3	-14	34	-7	4	-19	35	x
HCV inhibitor	u	x	4%	16%	27%	15%	u	-1%

(17) CC(C)(C)OC(=O)[C@H](CCCCN)NC(=O)c1nc[nH]c1C(=O)NCCCCCN
(18) O=C1CCCN1c1cccc(Br)c1
(19) O=C1CC(C2CCCO2)C(=O)N1c1ccccc1 (stereo not drawn)
(20) O=C(NCCc1ccccc1)C(=Cc1ccc(C(=O)O)cc1)C(=O)NCCc1ccccc1
(21) Cc1c(C(=O)Nc2ccccn2)sc2nc3n(c(=O)c12)CCC3
(22) O=c1cc2c(=O)oc3cc(O)c(O)oc3c2c(O)c1O
(23) COc1ccc(CNC(=O)C2CCN(c3nc(-c4ccccc4)nc4c3CCC4)CC2)cc1
(24) C[C@H]1NC(=O)[C@@]2(C)[C@@H](c3ccccc3)[C@H]3COc4ccccc4[C@@H]3N2C1=O
Assay by compound	17	18	19	20	21	22	23	24
LmPK inh	x	-1%	2%	1%	-1%	-18%	-1%	x
Tb PYK inh	-1%	2%	4%	-2%	-3%	-18%	-11%	1%
AMA1 RON2 block	63%[activator]	4%	-7%	-6%	-15%	10µM*	-21%	-1%
AmpC inh detg	-7%	-4%	u	2%	-1%	-5%	-15%	-1%
AmpC inh no detg	-11%	-15%	-12%	-25%	-14%	-15%	67%[activator]	-1%
HCMV inh	0	9	8	-14	62	-19	-32	-4
HCV inhibitor	32%[activator]	8%	4%	-27%	-7%	11%	u	5%

(25) COC(=O)c1ccccc1NC(=O)N1CCN(C/C=C/c2ccccc2)CC1
(26) CCOC(=O)CS(=O)(=O)CC(=O)Nc1ccc([N+](=O)[O-])cc1OC
(27) CCCCCOC(=O)C1=C(C)NC(=O)NC1c1ccccc1 (stereo not drawn)
(28) C#CCN(CC=C)C(=O)CCc1nnc(COc2ccccc2)o1
(29) CC1(C)Cc2ccccc2C(C(=O)c2ccccc2)=N1
(30) OCCN1CCN(c2ncnc3ccc(Br)cc23)CC1
(31) Cc1ccc(Cl)cc1N1CCN(S(=O)(=O)c2ccc3c(c2)NC(=O)C(C)C(=O)N3)CC1 (stereo not drawn)
(32) CCCc1nnc(NC(=O)CCC(=O)N2CCN(S(=O)(=O)c3ccc(OC)cc3)CC2)s1
Assay by compound	25	26	27	28	29	30	31	32
LmPK inh	4%	0%	-1%	-3%	-5%	6%	2%	6%
Tb PYK inh	-2%	-4%	7%	4%	13%	5%	0%	-1%
AMA1 RON2 block	-12%	0%	3%	-8%	-6%	-5%	-9%	-9%
AmpC inh detg	4%	-13%	-24%	-10%	-3%	-15%	-5%	2%
AmpC inh no detg	u	-22%	-18%	2%	12%	2%	11µM*	71%[activator]
HCMV inh	33	u	-18	44	-34	-78*	-26	-8
HCV inhibitor	-20%	5%	-3%	13%	9%	0%	-28%	-5%

(33) CCc1nn(CC(=O)N2CCCCCC2)c(=O)c2cc3ccccc3n12
(34) CCn1c(COc2ccccc2C)nnc1SCC(=O)CC(=O)Nc1ccccc1
(35) CC(Oc1ccc(S(=O)(=O)N2CCCC2)cc1[N+](=O)[O-])C(=O)NC1(C#N)CCCCC1 (stereo not drawn)
(36) Cc1csc2c(N3CCN(C(=O)Nc4ccc(OC(F)(F)F)cc4)CC3)ncnc12
(37) FC(F)(F)c1cccc(Nc2nc(N3CCOCC3)nc(N3CCOCC3)n2)c1
(38) CCc1ccc(NC(=O)c2ccc(F)c(S(=O)(=O)N3CCC4(CC3)OCCO4)c2)cc1
(39) COc1ccc(/C=C/C(=O)Nc2ccc(Cl)c(Cl)c2)cc1OC
(40) COc1ccc(OC)c(NC(=O)C2(C)CCN2Cc2ccc(OC)c3ccccc23)c1 (stereo not drawn)
Assay by compound	33	34	35	36	37	38	39	40
LmPK inh	0%	1%	x	9%	-1%	x	x	x
Tb PYK inh	2%	-9%	3%	-4%	-10%	0%	-7%	-1%
AMA1 RON2 block	2%	3%	-8%	-28%	6%	x	x	u
AmpC inh detg	4%	-11%	u	2%	2%	7%	6%	x
AmpC inh no detg	10%	-17%	119%[activator]	75%[activator]	100%[activator]	x	x	x
HCMV inh	-27	28	-19	-25	-22	-90*	-81*	25
HCV inhibitor	-14%	-21%	-3%	u	u	x	x	x

(41) O=C(c1cc2c(F)cccc2s1)N1CCCC1
(42) O=C(Cc1cccs1)NCc1cccs1
(43) Cc1cnn(-c2ccc3nnc(-c4ccc(Cl)cc4)n3n2)c1
(44) COCCNC(=O)CN1C(=O)COc2ccc(Cl)cc21
(45) CCCCc1cc(=O)oc2cc(OCC(=O)N[C@@H](Cc3ccccc3)C(=O)O)ccc12
(46) CCOC(=O)c1c(C)[nH]c(C)c1S(=O)(=O)NCC(=O)Nc1cc(C)ccc1OC
(47) Cc1ccnc(NC(=O)CSc2ccccn2)c1
(48) O=C(CSc1nnc(-c2ccncc2)n1-c1ccc(F)cc1)NNC(=O)c1cccc(O)c1
Assay by compound	41	42	43	44	45	46	47	48
LmPK inh	2%	0%	5%	-1%	-8%	x	-3%	-4%
Tb PYK inh	-1%	4%	-1%	-4%	3%	0%	2%	5%
AMA1 RON2 block	-2%	-4%	-6%	-1%	13%	x	17%	58%[activator]
AmpC inh detg	2%	-7%	7%	2%	u	6%	2%	u
AmpC inh no detg	-13%	-12%	-15%	-4%	-40%	x	-24%	-17%
HCMV inh	-16	-6	7	-19	10	-4	14	9
HCV inhibitor	2%	3%	5%	1%[8.37 µM]	38%[activator]	x	13%	23%

(49) CCC(Sc1nc(=O)cc(N)n1-c1ccccc1)C(=O)Nc1cc(C)on1 (stereo not drawn)
(50) CSc1ccc(NC(=O)C2(C)CCN2C(=O)c2sccc2C)cc1 (stereo not drawn)
(51) Cc1cccc2c1=NC(=O)/C(=C/c1c(O)[nH]c(=O)[nH]c1=O)C=2
(52) Cc1cc(-n2c(=O)c(C#N)cc3c(=O)n4cccc(C)c4nc32)no1
(53) O=C(c1cccc(F)c1)N1CCN(C(=O)c2cc3ncc(Br)cn3n2)CC1
(54) Clc1ccc(-c2nnc(C3CC3)o2)cc1
(55) CC(C)[C@H](NC(=O)c1ccccc1F)C(=O)NC1CCCCC1
(56) O=C(CC(Nc1ccc(F)cc1)C(=O)OCC(=O)c1cccs1)c1ccccc1 (stereo not drawn)
(57) COc1cc(/C=C/C(=O)OCC(=O)NCC2CCCO2)ccc1OCC#N (stereo not drawn)
(58) COCCn1c(C(=O)N(C)C)cc2c1C[C@H]1CN(C(=O)c3ccccc3)[C@@](Cc3ccc(F)cc3)(C(=O)OC)[C@@H]21
Assay by compound	49	50	51	52	53	54	55	56	57	58
LmPK inh	-2%	x	0%	2%	-1%	-4%	x	1%	1%	x
Tb PYK inh	-15%	-10%	u	-4%	-5%	0%	5%	4%	11%	1%
AMA1 RON2 block	-1%	-20%	-6%[2.32 µM]	-5%	-20%	-3%	-12%	-29%	5%	-2%
AmpC inh detg	u	x	-14%	-6%	2%	3%	x	u	-9%	x
AmpC inh no detg	-3%	x	-1%	3%	-3%	0%	-3%	-30%	-2%	x
HCMV inh	21	-13	34	0	-23	105	-16	47	9	-35
HCV inhibitor	11%	x	-5%	-7%	-2%	6%	-12%	6%	9%	x
